12-LOX inh: ALOX12 (human) lipoxygenase inhibition | P18054 | purified 12hLO, xylenol orange hydroperoxide absorbance | Potency, µM (titrated, usually from 108 µM), for the others: at the top dose activity change, negative = inhibition, hits mostly inhibitors | 580,000 tested, 1.1% active; active means well fitted inhibition curve with a large enough effect; inconclusive means small, poorly fitted or top-dose-only effect, or another doubt; inactive means no such curve, though single readings can be large or run the other way
Target sequence (P18054 whole entry, looked up): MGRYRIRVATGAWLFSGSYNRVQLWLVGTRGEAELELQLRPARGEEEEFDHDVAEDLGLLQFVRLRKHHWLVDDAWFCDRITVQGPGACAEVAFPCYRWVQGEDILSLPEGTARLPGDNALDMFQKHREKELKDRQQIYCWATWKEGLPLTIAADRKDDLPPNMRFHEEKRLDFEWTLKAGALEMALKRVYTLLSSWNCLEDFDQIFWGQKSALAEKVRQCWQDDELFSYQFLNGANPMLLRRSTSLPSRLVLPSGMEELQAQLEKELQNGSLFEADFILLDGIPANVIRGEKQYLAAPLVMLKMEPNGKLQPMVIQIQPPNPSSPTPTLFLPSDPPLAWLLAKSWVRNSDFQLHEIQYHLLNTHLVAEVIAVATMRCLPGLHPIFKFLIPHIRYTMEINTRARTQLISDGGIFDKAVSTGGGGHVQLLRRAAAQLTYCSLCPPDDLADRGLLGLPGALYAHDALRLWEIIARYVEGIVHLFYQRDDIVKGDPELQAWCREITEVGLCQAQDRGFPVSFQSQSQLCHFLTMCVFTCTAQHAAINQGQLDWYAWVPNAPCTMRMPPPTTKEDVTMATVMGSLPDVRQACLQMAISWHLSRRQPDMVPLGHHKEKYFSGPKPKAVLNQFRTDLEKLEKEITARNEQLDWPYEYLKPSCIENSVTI
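Purified human 12hLO (150 nM final) in 25 mM Hepes, 0.01% Triton X-100, pH 7.0 was preincubated 15 min at room temperature with compound. Then 40 uM arachidonic acid was added, 30 min. Hydroperoxide was read by Fe-XO absorbance ratio 573/405 nm.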
* marks the source's active call; other numbers are inactive results; [ ] = dose if it differs, or a comment. On the % scale 0 is the no-effect control and ±100 the full control effect; potency means the concentration at half of the fitted maximal effect. These rows are one share of the data. The share of hits here may be higher or lower than overall.

For Cc1ccc(-c2cnc(CCC(=O)Nc3cc(Cl)c(N)c(Cl)c3)o2)cc1C the results were 12-LOX inh 32%[activator].
Screening CN(C)CCN1CCN(C2CN(CCc3ccccc3)S(=O)(=O)C2)CC1 (stereo not given) returned 12-LOX inh 15%.
Screening C[C@@]12CO[C@@H](Cc3ccccc3)O[C@@H]1CC[C@]1(C)C2CC[C@@H](O)[C@H]1CC(=O)NCc1cc(F)cc(F)c1 (stereo not given in full) returned 12-LOX inh -9%.
`CN1C(=O)N(c2cccc(Cl)c2)C(C)(O)CC1(C)C` (stereo not given) gave 12-LOX inh -3%.
`Cc1cc(OC(C)C(=O)NCCCN(C)C)c2c(C)c(C)c(=O)oc2c1` (stereo not given) gave 12-LOX inh 10%.
`COc1ccc(C(=O)Nc2ncc(-c3ccc(OC)nc3)c3c2OCC3)cc1` gave 12-LOX inh -2%[176 µM].
For Cc1cccc(Nc2nc(NC3CCCCCC3)nc3c2cnn3-c2ccccc2)c1 the results were 12-LOX inh inconclusive.
CN(C)C[C@@H]1CN(C)C[C@H]1NS(=O)(=O)c1ccc2c(c1)CCCC2 was read as 12-LOX inh 30%[activator].
For Cc1cc(NC(=O)c2cccc(OC(C)C)c2)no1 the results were 12-LOX inh inconclusive.
Screening Cc1cc(C(=O)N2CCN(c3ncccn3)CC2)c2c(C)nn(C)c2n1 returned 12-LOX inh -25%.
Screening CN(C(=O)Cn1c(=O)c2c(ncn2C2CCCC2)n(Cc2ccccc2)c1=O)C1CCS(=O)(=O)C1 (stereo not given) returned 12-LOX inh inconclusive.
Screening CC(C)c1cc(=O)oc2cc(OS(=O)(=O)c3ccc(F)cc3)ccc12 returned 12-LOX inh 0%.
`COc1ccc2[nH]c(=O)c(CN(C(=O)c3cccnc3)C3CCCCC3)cc2c1` gave 12-LOX inh inconclusive.
`CCOC(=O)C1=C(CN2CCN(C(=O)OCC)CC2)NC(=O)NC1c1cccc(OC)c1OC` (stereo not given) gave 12-LOX inh -12%.
For C[C@H]1CN([C@@H](C)CO)C(=O)CCCn2nncc2CO[C@@H]1CN(C)CC1CC1 the results were 12-LOX inh -6%.
For COc1ccc(CC(=O)NC2CCN(c3cnn(C)c(=O)c3)CC2)cc1 the results were 12-LOX inh -4%.
Screening CC(C)c1ccccc1NC(=O)C1CC2CCC1C2 (stereo not given) returned 12-LOX inh -3%.
Cc1ccc(C2C(C#N)=C(N)Oc3cc(C)n(C)c(=O)c32)s1 (stereo not given) was read as 12-LOX inh -35%.
For O=C(c1[nH]c2ccccc2c1Cl)N(Cc1ccccc1)Cc1ccco1 the results were 12-LOX inh -27%.
COc1ccc(-c2cc(N3CCCC(NC(=O)c4cc(OC)cc(OC)c4)C3)n[nH]2)cc1 (stereo not given) was read as 12-LOX inh 5%.

Of the compounds above, these contain four or more nitrogen atoms.
Screening CN(C)CCN1CCN(C2CN(CCc3ccccc3)S(=O)(=O)C2)CC1 (stereo not given) returned 12-LOX inh 15%.
For Cc1cccc(Nc2nc(NC3CCCCCC3)nc3c2cnn3-c2ccccc2)c1 the results were 12-LOX inh inconclusive.
Screening Cc1cc(C(=O)N2CCN(c3ncccn3)CC2)c2c(C)nn(C)c2n1 returned 12-LOX inh -25%.
Screening CN(C(=O)Cn1c(=O)c2c(ncn2C2CCCC2)n(Cc2ccccc2)c1=O)C1CCS(=O)(=O)C1 (stereo not given) returned 12-LOX inh inconclusive.
`CCOC(=O)C1=C(CN2CCN(C(=O)OCC)CC2)NC(=O)NC1c1cccc(OC)c1OC` (stereo not given) gave 12-LOX inh -12%.
For C[C@H]1CN([C@@H](C)CO)C(=O)CCCn2nncc2CO[C@@H]1CN(C)CC1CC1 the results were 12-LOX inh -6%.
For COc1ccc(CC(=O)NC2CCN(c3cnn(C)c(=O)c3)CC2)cc1 the results were 12-LOX inh -4%.
COc1ccc(-c2cc(N3CCCC(NC(=O)c4cc(OC)cc(OC)c4)C3)n[nH]2)cc1 (stereo not given) was read as 12-LOX inh 5%.

Following part:
Screening COCc1ccc2c(c1)c(OC(C)(C)C(=O)N1CCOCC1)nn2Cc1ccccc1 returned 12-LOX inh 23%[176 µM].
For O=C(Cn1cccc1-c1nc(-c2ccccc2)no1)N1CCc2ccccc21 the results were 12-LOX inh 0%.
`CCOc1ccc(C(=O)N2CCCC3(C2)NC(=O)N(Cc2cc(C)ccc2C)C3=O)cc1` (stereo not given) gave 12-LOX inh 20%.
`Cc1ccc([C@H]2C[C@@H](O)[C@H](n3cc(C4CC4)nn3)CN2Cc2cccs2)cc1` gave 12-LOX inh inconclusive.
For CSc1ccc(C(=O)N2CCc3c(cnc(C)c3CNC(=O)c3cncs3)C2)cc1 the results were 12-LOX inh 5%.
`CSc1ncccc1C(=O)NCC1Cc2cc(F)cc(-c3cncnc3)c2O1` (stereo not given) gave 12-LOX inh 3%.
For Cc1c(NC(=O)c2cc3cc(F)ccc3[nH]2)c(=O)n(-c2ccccc2)n1C the results were 12-LOX inh -5%.
Screening CCC1c2nccn2CCCN1C(=O)Cc1c(C)noc1C (stereo not given) returned 12-LOX inh 15%.
CC(=O)c1ccc(NC(=O)O[C@@H]2CO[C@H]3[C@@H]2OC[C@@H]3NC(=O)COc2ccccc2)cc1 was read as 12-LOX inh -3%[176 µM].
For COc1ccc(C(=O)c2oc3ccccc3c2NC(=O)COc2ccc(F)cc2)cc1 the results were 12-LOX inh 9%.
CCc1nc(-c2c3n(c(=O)n(Cc4ccccc4F)c2=O)CCCC3)no1 was read as 12-LOX inh 48%[activator].
Screening O=C(CCCN1C(=O)NC2(CCCC2)C1=O)N1CCC(c2nc3ccccc3o2)CC1 returned 12-LOX inh -3%.
For COCCn1cnc2c1c(=O)n(CC(=O)OCc1cc(C)cc(C)c1)c(=O)n2Cc1ccccc1 the results were 12-LOX inh -20%.
Screening Cc1ncsc1C1N(C2CCN(C(=O)NC3CCCCC3)CC2)C(=O)C12CCCC2 (stereo not given) returned 12-LOX inh 4%.
O=C(/C=C/c1cccc2ccccc12)c1cccs1 was read as 12-LOX inh inconclusive.
Cc1ccc(-c2cc(C(=O)NC(C)C)c3ccccc3n2)c(C)c1 was read as 12-LOX inh -2%.
NC(=O)CN1C(=O)CO[C@H]2CN(CCCc3ccccc3)C[C@H]21 was read as 12-LOX inh 4%[176 µM].
Cc1ccc(C)c(NC(=O)CCc2c[nH]c3ccccc23)c1 was read as 12-LOX inh -15%.
Screening CCOc1ccccc1CNC(=O)c1cc(C)nc2c(C)cccc12 returned 12-LOX inh -41%.
`COc1ccccc1C(=O)N1CCN(c2nc3cc(C)cc(C)c3cc2C#N)CC1` gave 12-LOX inh -11%.

A section from further up, for reference:
Screening CCOc1ccccc1CNC(=O)c1cc(C)nc2c(C)cccc12 returned 12-LOX inh -41%.
`COc1ccccc1C(=O)N1CCN(c2nc3cc(C)cc(C)c3cc2C#N)CC1` gave 12-LOX inh -11%.

Continuation.
`C[C@H](C(=O)NCCN1CCOCC1)C1CC[C@@]2(C)Cc3sc(-c4ccccc4)nc3[C@@H](C)[C@@H]2[C@H]1O` (stereo not given in full) gave 12-LOX inh 9%.
COc1nc2c(cc1CNC(=O)C1CC(=O)N(C)C1)C(=O)N(C1CCCC1)C2 (stereo not given) was read as 12-LOX inh 37%.
`COc1ccc(C[C@@H]2NC(=O)[C@@H]3C[C@@H](NC(=O)Nc4cccc(SC)c4)CCN3C2=O)cc1` gave 12-LOX inh 14%.
Screening c1ccc(OCc2nc(-c3ccc4c(c3)OCCCO4)cs2)cc1 returned 12-LOX inh -11%.
For CCCN1CCN(C(=O)CC2CCN(C(=O)c3ccc4nc(-c5ccc(C)cc5)oc4c3)CC2)CC1 the results were 12-LOX inh -23%.
For C=C(C)C[C@H]1CC=C[C@H](CC(=C)C)N1 the results were 12-LOX inh inconclusive.
`CCNC(=O)O[C@@H]1CC[C@]2(C)C(CC[C@@H](O)[C@H]2CC(=O)NCc2cc(F)cc(F)c2)[C@]1(C)CO` (stereo not given in full) gave 12-LOX inh -25%.
`CCN1C(=O)C(Cc2c(OC)cc(OC)cc2OC)c2ccccc21` (stereo not given) gave 12-LOX inh -4%.
For CC(NC(=O)CCSc1nc(Cl)nc2nc[nH]c12)c1ccccc1 (stereo not given) the results were 12-LOX inh inconclusive.
`CCN(CC)S(=O)(=O)c1ccc(N2CCCC2)c(NC(=O)Cc2ccccc2C)c1` gave 12-LOX inh -14%.
Screening O=C(C1CCCC1)N1CCC(n2cnnc2C2CC2)CC1 returned 12-LOX inh 12%.
For c1ccc(Cn2cc(CN3CCCC3)c(-c3ccc4c(c3)OCO4)n2)cc1 the results were 12-LOX inh 18%.
Screening COc1ccc(OC)c(NC(=O)Nc2ccc(CN3CCOCC3)cc2)c1 returned 12-LOX inh 42%[activator].
Screening CCN(CC)C(=O)N1CC(Oc2cccc(-c3nc(C)no3)c2)C1 returned 12-LOX inh 45%[activator].
O=C(CSc1nnnn1C1CCCCC1)N1CCN(C(=O)C2COc3ccccc3O2)CC1 (stereo not given) was read as 12-LOX inh 0%.
O=C(CC1=C2CCCCC2NC1=O)NCCc1c[nH]c2ccccc12 (stereo not given) was read as 12-LOX inh 12%.
For O=C(NCC1CCCCC1)c1ccc2nc([C@@H]3O[C@H](CO)[C@H](O)[C@H](O)[C@H]3O)[nH]c2c1 the results were 12-LOX inh -24%.
CNS(=O)(=O)c1ccc(C)c(C(=O)NCC2(c3ccccc3)CC2)c1 was read as 12-LOX inh -4%.
Screening CCc1cccc(C)c1NC(=O)Cn1nc(C(=O)O)c2ccccc2c1=O returned 12-LOX inh 16µM*.
For CC(C)CN1CC2(C1)C(=O)N(Cc1ccccc1F)C(=O)[C@@H]1C[C@@H](O)CN12 the results were 12-LOX inh 32%[activator][176 µM].
Screening COc1ccccc1CN1C(=O)COC[C@@H]1[C@H](O)c1ccc(NC(=O)c2cccnc2)cc1 returned 12-LOX inh 15%.
COc1ccc(C(=O)N2CCCC(N3CCN(c4ccc(F)cc4)CC3)C2)o1 (stereo not given) was read as 12-LOX inh -6%.
CC(C)C1c2nccn2CCCN1C(=O)c1ccc(Cn2cncn2)o1 (stereo not given) was read as 12-LOX inh 22%.
`C=CCOc1cccc(NC(=O)c2ccc(OCC)cc2)c1` gave 12-LOX inh 13%.
For C#CCN1CCC(C(=O)NCCN2CCCCC2)CC1 the results were 12-LOX inh -26%.
Screening CN(Cc1ccccc1)Cc1cc(C[C@@H]2CC[C@H](O)[C@@H](CNC(=O)Nc3ccccc3)O2)no1 returned 12-LOX inh -10%.
`Cc1cccc(-c2noc(CN(C)C(=O)COc3ccc(Cl)cc3C)n2)c1` gave 12-LOX inh -10%.
`Cc1ccc(N2C(=O)N[C@@H]3CCN(S(=O)(=O)c4ccc(Cl)cc4)[C@@H]3C2=O)cc1` gave 12-LOX inh -16%[176 µM].
`C[C@@H]1CN([C@H](C)CO)S(=O)(=O)c2ccc(C#C[C@@H](C)O)cc2O[C@@H]1CN(C)Cc1ccc(-c2ccccc2)cc1` gave 12-LOX inh -19%.
Screening CCn1ccc(C(=O)N2C[C@@H](COCC3CC3)[C@H](c3nc(C)no3)C2)n1 returned 12-LOX inh 7%.
`O=C(CC1C(=O)OCCN1Cc1ccccc1)Nc1ccc(Cl)cc1Cl` (stereo not given) gave 12-LOX inh -17%.
`CCCCCCC(C)NC(=O)Cc1cccs1` (stereo not given) gave 12-LOX inh -25%.
`S=c1sc2c(s1)SCCCS2` gave 12-LOX inh 32µM*.
`O=C(c1ccccc1)N1C[C@@H](F)[C@@H](OCc2nc3ccc(C(F)(F)F)cc3[nH]2)C1` gave 12-LOX inh -3%[176 µM].
Screening Cc1[nH]nc2c1C(c1ccc(Br)cc1)N(c1ccccc1)C2=O (stereo not given) returned 12-LOX inh -28%.
Cc1ccc2nc(COCC(=O)N[C@H]3CC[C@@H]4CCC[C@@H]43)[nH]c2c1 was read as 12-LOX inh 19%.
For COCCCNC(=O)C1CC(=O)N(c2n[nH]c3cccc(F)c23)C1 (stereo not given) the results were 12-LOX inh -5%.
`COc1cccc(C(=O)Nc2nnc(CCc3ccccc3)s2)c1` gave 12-LOX inh -2%.
For COc1ccc(OC)c(CNCc2cccn2-c2nnc(N3CCN(C)CC3)s2)c1 the results were 12-LOX inh 71%[activator].
`COc1ccccc1C(C)NC(=O)CN1CCN(c2ccc([N+](=O)[O-])c3cnccc23)CC1` (stereo not given) gave 12-LOX inh 11µM*.
`COc1ccc(C(=O)N2CCCCCNC(=O)[C@@H]3CCC[C@@H]32)cc1F` gave 12-LOX inh -6%.
CN(C)C[C@@H]1CN(C2CCOCC2)C[C@H]1NS(=O)(=O)c1ccc(C#N)cc1 was read as 12-LOX inh 4%.
`Fc1ccc(C2Cn3nnc(-c4nc(-c5ccccc5Cl)no4)c3CO2)cc1` (stereo not given) gave 12-LOX inh 21%.
Screening O=C(Cn1nc2n(c1=O)CCCCC2)N1CCCc2ccccc21 returned 12-LOX inh inconclusive.
`COCCNC(=O)C1c2ccccc2C(=O)N(C2CCCC2)C12CCCCC2` (stereo not given) gave 12-LOX inh 38%[activator].
Screening COCc1nc(C2CCCN(C(=O)Cc3cccc(OC)c3)C2)no1 (stereo not given) returned 12-LOX inh 22%.
`CC(=O)Nc1cccc(-c2ccnc3c2CC(C(=O)Nc2ccccc2)O3)c1` (stereo not given) gave 12-LOX inh 11%.
Screening NS(=O)(=O)c1ccc(NNC(=O)/C=C/c2cccs2)c([N+](=O)[O-])c1 returned 12-LOX inh inconclusive.
Screening COc1ccccc1CN1CC(C(=O)NCCCCc2ccccn2)CCC1=O (stereo not given) returned 12-LOX inh -2%.
`COc1ccc(OC)c(CN2CCNc3cc(-c4ccnc(C)c4)ncc3C2)c1` gave 12-LOX inh 14%[176 µM].
For CCNC(=O)N1CC[C@H]2CC(=O)N(CCc3cccc(OC)c3OC)CC[C@H]2C1 the results were 12-LOX inh 12%[176 µM].
For CCn1c(CN(Cc2ccccc2)Cc2ccccc2)nc2c1c(=O)[nH]c(=O)n2C the results were 12-LOX inh 22%.

Compound activity: PubChem BioAssay, National Center for Advancing Translational Sciences (NCATS)
